CHRM5 PAM: human M5 muscarinic receptor positive allosteric modulators, primary screen, CHO-K1 cells, Fluo-8 calcium fluorescence | Muscarinic acetylcholine receptor M5 (Homo sapiens), P08912 | CHO-K1 hM5, ACh EC20 PAM; 0% = ACh EC20, 100% = ACh EC100 | activation, % at 3 µM | 0.3% of 360,000 active;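 active = activation above the run cutoff, the mean activation of all test compounds plus 3 SD, cut at about 18% in these data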
Target sequence (P08912 whole entry, looked up): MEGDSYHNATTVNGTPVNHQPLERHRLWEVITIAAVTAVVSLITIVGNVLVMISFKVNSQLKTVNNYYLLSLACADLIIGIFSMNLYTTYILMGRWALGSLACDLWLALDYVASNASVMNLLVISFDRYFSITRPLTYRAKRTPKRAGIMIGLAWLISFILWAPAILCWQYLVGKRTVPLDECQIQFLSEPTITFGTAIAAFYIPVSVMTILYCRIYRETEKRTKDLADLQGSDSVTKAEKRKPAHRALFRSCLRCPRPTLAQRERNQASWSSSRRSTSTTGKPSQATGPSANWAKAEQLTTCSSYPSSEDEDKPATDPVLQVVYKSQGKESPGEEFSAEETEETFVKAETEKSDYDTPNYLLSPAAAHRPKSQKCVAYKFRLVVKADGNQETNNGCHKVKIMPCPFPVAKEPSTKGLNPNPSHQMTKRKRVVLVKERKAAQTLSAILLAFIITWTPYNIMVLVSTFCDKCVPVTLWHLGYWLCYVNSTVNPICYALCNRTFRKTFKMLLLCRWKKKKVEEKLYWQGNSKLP
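Assay system: CHO-K1 hM5 cells. Also added: acetylcholine at EC20 concentration, added after compound. Dosing: 3 µM, single dose. Times: compound preincubation 140 s before EC20 acetylcholine addition. Signal: Fluo-8 calcium fluorescence. Measure: % activation relative to EC20 and EC100 ACh responses. Repeats: singlicate, one well per test compound.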
CRFR2-BP ag: agonists of CRF-BP/CRF-R2 complex, primary screen, cell-based, HEK293, calcium dye fluorescence, uHTS; activation, % at 13.2 µM; 0.46% of 350,000 active; calcium dye fluorescence (FLIPR); percent of saturating CRF peptide response; CRF-binding protein / CRF receptor 2 complex (human);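 active = activation of at least 50%, plus an integration ratio under a set limit after plate pattern correction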;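 also: plate controls were neutral control wells without compound for no effect and CRF at EC100 for full effect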
M5 ag: human M5 muscarinic receptor agonists, primary screen, CHO-K1 cells, Fluo-8 calcium fluorescence | CHO-K1 hM5 cells; 0% DMSO wells, 100% maximal acetylcholine response | activation, % at 3 µM | 0.19% of 360,000 active;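 active = activation above the run's mean over test compounds plus 3 SD, cut at about 23% in these data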;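 also: signal is peak over basal fluorescence ratio across the kinetic read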
CHRM1 antagonist: human M1 muscarinic receptor antagonists, primary screen, CHO-K1 cells, Fluo-8 calcium fluorescence, 1536-well; CHO-K1 hM1, ACh EC80 antagonist; inhibition, % at 3 µM; 1.3% of 360,000 active; AID 588852, 2011;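 active = percent inhibition above its own plate's cutoff, namely the mean of that plate's compound wells plus 3 SD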;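 also: peak over basal fluorescence ratio during 140 s after agonist addition; 0% = ACh EC80 plus DMSO and 100% = DMSO alone without agonist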
CHRM4 antagonist: human M4 muscarinic receptor antagonists, primary screen, CHO cells, Fluo-8 calcium fluorescence | Muscarinic acetylcholine receptor M4 (Homo sapiens), P08173 | CHO-hM4 cells, ACh EC80 | inhibition, % at 3 µM | 0.73% of 360,000 active;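 active = inhibition above its plate's cutoff, the mean inhibition of sample wells plus 3 SD, cut at about 27% in these data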;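 also: 0% = acetylcholine EC80 with DMSO and 100% = DMSO without agonist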
Target sequence (P08173 whole entry, looked up): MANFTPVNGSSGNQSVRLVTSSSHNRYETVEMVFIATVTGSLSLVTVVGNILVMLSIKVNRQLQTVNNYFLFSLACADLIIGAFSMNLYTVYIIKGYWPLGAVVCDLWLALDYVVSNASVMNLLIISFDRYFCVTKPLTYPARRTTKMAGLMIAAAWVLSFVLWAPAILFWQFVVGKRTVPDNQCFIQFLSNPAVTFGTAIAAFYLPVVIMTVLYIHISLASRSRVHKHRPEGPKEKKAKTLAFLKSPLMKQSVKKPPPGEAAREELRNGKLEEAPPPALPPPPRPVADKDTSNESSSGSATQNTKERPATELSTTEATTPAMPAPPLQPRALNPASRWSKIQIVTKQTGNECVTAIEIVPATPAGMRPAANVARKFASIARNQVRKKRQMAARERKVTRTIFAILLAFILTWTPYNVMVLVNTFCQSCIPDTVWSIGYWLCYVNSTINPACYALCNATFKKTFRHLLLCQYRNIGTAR
CHRM5 antagonist: human M5 muscarinic receptor antagonists, primary screen, CHO cells, Fluo-8 calcium fluorescence | Muscarinic acetylcholine receptor M5 (Homo sapiens), P08912 | CHO-hM5 cells, ACh EC80 | inhibition, % at 3 µM | 0.59% of 360,000 active | AID 624040, 2012;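 active = inhibition above a per-plate cutoff, the mean of that plate's test compounds plus 3 SD, cut at about 27% in these data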;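 also: 0% = acetylcholine EC80 with DMSO and 100% = DMSO without agonist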
M4 ag: human M4 muscarinic receptor agonists, primary screen, CHO-K1 cells, Fluo-8 calcium fluorescence; CHO-K1 hM4/Gqi5; vehicle 0%, full acetylcholine response 100%; activation, % at 3 µM; 0.14% of 360,000 active; AID 624127, 2012;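 active = activation above the run mean over all test wells plus 3 SD, cut at about 32% in these data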;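 also: peak over basal fluorescence ratio per well then scaled between controls; 0% = DMSO wells and 100% = acetylcholine at EC100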
M4 PAM: human M4 muscarinic receptor positive allosteric modulators, primary screen, CHO-K1 cells, Fluo-8 calcium fluorescence. Muscarinic acetylcholine receptor M4 (Homo sapiens), P08173. CHO-K1 hM4/Gqi5, ACh EC20; 0% = ACh EC20, 100% = maximal ACh. activation, % at 3 µM. 0.4% of 360,000 active. AID 624126, 2012;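 active = activation above its plate's cutoff, the mean activation of sample wells plus 3 SD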; also: some results filed as inactive read as strong as hits
M1 PAM: human M1 muscarinic receptor positive allosteric modulators, primary screen, CHO-K1 cells, Fluo-8 calcium fluorescence, 1536-well; Muscarinic acetylcholine receptor M1 (Homo sapiens), P11229; CHO-K1 hM1, ACh EC20; 0% = ACh EC20, 100% = maximal ACh; activation, % at 3 µM; 0.088% of 360,000 active; in the data active = activation above about 19%, passing the limit was not always enough
* hit, by the source's call; · = not tested or not shown. Rows are unselected; 2.8% or so of the library scored in one or more.

SMILES | CHRM5 PAM | CRFR2-BP ag | M5 ag | CHRM1 antagonist | CHRM4 antagonist | CHRM5 antagonist | M4 ag | M4 PAM | M1 PAM
CC1CCN(CC(=O)NCCc2ccc(F)cc2)CC1 | -3 | -1.0 | -2 | 0 | -4 | 14 | 0 | -7 | 1
Cc1cccc(NC(=S)NC2CC3CCCC(C2)N3Cc2ccccc2)c1C (stereo unspecified) | -6 | -1.0 | -9 | 22 | 6 | -3 | 0 | -15 | -14
C=CC[C@H](CC(=O)N[C@H](CO)Cc1ccccc1)C(=O)N[C@H](COC(=O)[C@@H](CC=C)Cc1ccc(F)cc1)Cc1c[nH]c2ccccc12 | 8 | -1.1 | 1 | 3 | -4 | 6 | 0 | 8 | 4
O/N=C(/c1ccc(F)cc1)C1CC1c1c(F)cccc1Cl (stereo unspecified) | 0 | -0.7 | -2 | -7 | -2 | -3 | -2 | -2 | 1
CSCCC(NC(=O)OCc1ccccc1)C(=O)NCc1cccnc1 (stereo unspecified) | -1 | 0.9 | -3 | -5 | 1 | 11 | 2 | 2 | 5
O=C(CCC(=O)NC1CCCCCC1)Nc1nnc(C(F)(F)F)s1 | 2 | -0.9 | 1 | -9 | 7 | 2 | 1 | 5 | 7
COC(=O)CSc1ccnc2cc(Cl)ccc12 | -5 | -1.9 | 3 | -6 | 3 | -3 | 2 | 2 | 4
COc1cccc2cc(C(=O)C3=C(O)C(=O)N(CCN4CCOCC4)C3c3cccc(Cl)c3)oc12 (stereo unspecified) | -5 | 0.2 | -2 | -11 | -1 | 5 | 1 | 9 | 18
Cn1c(=O)c2c(nc(CN3CCN(c4ccccc4)CC3)n2Cc2c(F)cccc2Cl)n(C)c1=O | 8 | -0.3 | -2 | 2 | -3 | -7 | -1 | 17 | -3
CCOC1=C2CN(S(=O)(=O)c3ccc(C)cc3)CC[C@@H]2N(S(=O)(=O)c2ccc(C)cc2)[C@H](c2ccccc2)C1 | 4 | · | 4 | -1 | 2 | -8 | 0 | 0 | 6
COc1cc(O)c(C(CC(=O)N2CCCC(C)C2)c2cc(OC)c(OC)c(OC)c2)c(OC)c1 (stereo unspecified) | 0 | -2.3 | 3 | 3 | -10 | 3 | 6 | -8 | -3
O=C(NC1CCCCCC1)C1CC(=O)N(Cc2ccccc2)C1 (stereo unspecified) | -1 | 3.8 | -3 | -6 | -1 | 2 | 2 | 0 | 6
COC(=O)c1cc2occc2n1Cc1nc(-c2ccc(Cl)cc2)oc1C | -4 | 2.3 | -1 | 12 | 5 | -4 | -1 | -7 | -7
Cc1cccc(NC(=O)COC(=O)c2c(-c3ccccc3)noc2C)c1 | -10 | 1.6 | -3 | 0 | -25 | -6 | 10 | -3 | -3
CC1CCN(C(=O)c2ccc([N+](=O)[O-])o2)CC1 | 7 | 1.0 | -4 | -12 | -5 | 3 | 1 | -5 | 11
O=C(Nc1ccncc1)c1ccc(Cl)c([N+](=O)[O-])c1 | -2 | -2.9 | 3 | 13 | 4 | 0 | 3 | 2 | -6
CCOC(=O)c1ccc(Oc2ccc(C(F)(F)F)cn2)cc1 | -7 | 0.6 | -1 | -3 | -1 | 7 | 0 | 3 | 1
Cc1ccnc(N2CCC(C(=O)Nc3cccc(C(F)(F)F)c3)CC2)n1 | 1 | 0.1 | -2 | -12 | 2 | 5 | 1 | -2 | 5
CC(C)N(CCCNC(=O)C1CCC(CNS(=O)(=O)c2ccccc2)CC1)Cc1ccccc1 (stereo unspecified) | -2 | -0.5 | -8 | 5 | 7 | 12 | 2 | -8 | -16
COc1ccc(NC(=O)COC(=O)CCSc2ccccc2)cc1OC | 4 | -2.0 | 5 | -3 | -4 | 3 | 4 | -1 | 8
O=C(COc1ccccc1)NNC(=O)c1cc2ccccc2o1 | -2 | -0.2 | 3 | -5 | 5 | -4 | 1 | -7 | 8
Cc1ccc(Cn2c(SCC(=O)NCC3CCCO3)nc3ccsc3c2=O)cc1 (stereo unspecified) | -2 | 2.3 | -2 | 0 | -11 | 13 | 5 | 0 | 10
COc1ccc(C2N(c3ccc(OC)cc3)C(=O)C3CCCN32)cc1 (stereo unspecified) | -5 | 1.1 | 1 | -7 | -13 | 1 | 1 | -2 | 1
CCOC1=C2CN(S(=O)(=O)c3ccc(C)cc3)[C@H](c3ccc(CC)cc3)C[C@@H]2N(S(=O)(=O)c2ccc(C)cc2)[C@H](c2ccccc2)C1 | 2 | · | 1 | 1 | 3 | -1 | 0 | -4 | 2
Cc1ccc(N(Cc2ccc(C(=O)NN=C3CCN(C)CC3)cc2)S(C)(=O)=O)cc1C | -6 | 0.8 | 1 | -6 | 2 | 9 | 4 | 8 | 6

The last 2 compounds of the part before are carried over, then new ones follow:
SMILES | CHRM5 PAM | CRFR2-BP ag | M5 ag | CHRM1 antagonist | CHRM4 antagonist | CHRM5 antagonist | M4 ag | M4 PAM | M1 PAM
CCOC1=C2CN(S(=O)(=O)c3ccc(C)cc3)[C@H](c3ccc(CC)cc3)C[C@@H]2N(S(=O)(=O)c2ccc(C)cc2)[C@H](c2ccccc2)C1 | 2 | · | 1 | 1 | 3 | -1 | 0 | -4 | 2
Cc1ccc(N(Cc2ccc(C(=O)NN=C3CCN(C)CC3)cc2)S(C)(=O)=O)cc1C | -6 | 0.8 | 1 | -6 | 2 | 9 | 4 | 8 | 6
COc1ccc(-c2noc3c2-c2nc(-c4c(F)cccc4F)sc2CC3)cc1 | -5 | -0.8 | 2 | 9 | -4 | 10 | 2 | 0 | -4
O=C(CCN1C(=O)c2ccccc2C1=O)C1=NN[C@@H]2C(=O)N(c3cccc(F)c3)C(=O)[C@H]12 | -1 | 0.3 | -2 | -2 | 5 | 7 | 2 | -4 | -3
COc1ccc(NC(=O)CSCC(=O)N(C)Cc2c(F)cccc2Cl)cc1 | -1 | 0.9 | 0 | -4 | 0 | -5 | 2 | 1 | 7
COc1cc(/C=C(\C(=O)O)c2ccc(S(=O)(=O)N3CCCC3)s2)ccc1OCCC(C)C | -9 | 0.7 | -2 | 4 | -4 | 4 | 0 | 1 | 2
[N-]=[N+]=NC1CC(CO)OC1n1ccc(=O)[nH]c1=O (stereo unspecified) | 4 | -0.8 | 2 | -14 | -10 | 2 | 1 | 9 | 22
O=C(c1cccc(C(F)(F)F)c1)N1CCN(C2CCCCC2)CC1 | -14 | -1.0 | -6 | 28 | 6 | 3 | 1 | -12 | -17
O=C(c1ccc(Cl)cc1)n1c(NCc2ccccc2)n[nH]c1=S | 0 | -0.1 | 1 | 6 | -10 | 7 | 2 | 4 | 4
COCCN1Cc2cccc(C(=O)NC(C)CCc3ccco3)c2C1=O (stereo unspecified) | 14 | 1.6 | 2 | -9 | -1 | -14 | -1 | -3 | 13
COc1ccc(C(=O)N2CCN=C2c2ccccc2)cc1OC | 6 | -1.0 | -1 | 3 | 11 | -4 | 1 | -3 | -8
CCOC(=O)C(=O)NNc1cccc(C)c1C | -1 | -1.1 | 0 | 9 | -3 | 8 | 0 | 3 | -6
CC1(C)CC(=O)c2cc(OCC(=O)NCc3cccnc3)ccc2O1 | -2 | -1.5 | 0 | -5 | 10 | -1 | 1 | -10 | 5
COCCCNC(=O)CSc1nc2sc(C(=O)OC)c(C)c2c(=O)n1N | -4 | 1.1 | -2 | -14 | 3 | 13 | 1 | 3 | 12
COC(=O)c1c(NC(=O)COC(=O)c2ccccc2O)sc2c1CCCCC2 | -6 | 3.1 | 2 | -8 | 3 | 4 | 0 | -2 | 7
CCOc1ccc(CCNC(=O)c2cc3sccc3n2CC)cc1OCC | 4 | 0.2 | -7 | -8 | -10 | 5 | 0 | 1 | 9
C[C@H](NC(=O)c1ccccc1Cl)C(=O)OC(C(=O)Nc1cc(C(F)(F)F)ccc1Cl)c1ccccc1 (stereo partly specified) | -7 | 4.4 | -4 | 4 | -8 | 5 | 0 | 6 | -2
CC1(C)C2(C#N)C(=O)NC(=O)C12C#N (stereo unspecified) | -5 | 2.7 | 0 | -12 | 2 | 12 | 0 | 0 | -3
Cc1nc(SCC(=O)NCc2ccc(F)cc2)c2c(=O)n(C)c(=O)n(C)c2n1 | 0 | -0.5 | 2 | -2 | -7 | -1 | 1 | -2 | -1
Cc1cccnc1NC(=S)NCc1ccco1 | 1 | -5.9 | -17 | 11 | -1 | 8 | 1 | -3 | -2
CC(=O)N1CCN(c2ccc(Oc3nc(-c4ccccc4)nc4ccccc34)cc2)CC1 | -5 | -2.3 | -1 | -17 | 1 | 4 | 1 | -8 | 10
O=C(Nc1ccn(CCCNCc2cccc3ccccc23)c(=O)n1)OCc1ccccc1 | -3 | -0.6 | -2 | -11 | -23 | 9 | 6 | 7 | -1
CCCCn1c2c(c(=N)c3ccccc31)CCC2 | 4 | 0.8 | 6 | -5 | -4 | -5 | 0 | -3 | 2

Grouped by structure, those above with a furan ring, fused or not
SMILES | CHRM5 PAM | CRFR2-BP ag | M5 ag | CHRM1 antagonist | CHRM4 antagonist | CHRM5 antagonist | M4 ag | M4 PAM | M1 PAM
COc1cccc2cc(C(=O)C3=C(O)C(=O)N(CCN4CCOCC4)C3c3cccc(Cl)c3)oc12 (stereo unspecified) | -5 | 0.2 | -2 | -11 | -1 | 5 | 1 | 9 | 18
COC(=O)c1cc2occc2n1Cc1nc(-c2ccc(Cl)cc2)oc1C | -4 | 2.3 | -1 | 12 | 5 | -4 | -1 | -7 | -7
CC1CCN(C(=O)c2ccc([N+](=O)[O-])o2)CC1 | 7 | 1.0 | -4 | -12 | -5 | 3 | 1 | -5 | 11
O=C(COc1ccccc1)NNC(=O)c1cc2ccccc2o1 | -2 | -0.2 | 3 | -5 | 5 | -4 | 1 | -7 | 8
COCCN1Cc2cccc(C(=O)NC(C)CCc3ccco3)c2C1=O (stereo unspecified) | 14 | 1.6 | 2 | -9 | -1 | -14 | -1 | -3 | 13
Cc1cccnc1NC(=S)NCc1ccco1 | 1 | -5.9 | -17 | 11 | -1 | 8 | 1 | -3 | -2
